# Screening data: PubChem BioAssay, National Center for Advancing Translational Sciences (NCATS)
# MBNL1 CUG block = qHTS Assay for Inhibitors of MBNL1-poly(CUG) RNA binding. TR-FRET MBNL1-His/biotin-(CUG)12 binding, 665/545 ratio. 280,000 compounds, 0.036% hits. Muscleblind-like protein 1 (Homo sapiens), Q9NR56. Potency, µM (highest dose often 57.5 µM), inactives show top-dose activity change, negative = inhibition, most hits filed as inhibitors; active means well fitted inhibition curve with a large enough effect in the signal ratio, with a control signal flat, not every such curve was filed as active; inconclusive means small, poorly fitted or top-dose-only effect, or effect the other way, or a change in a side signal; inactive means no such curve, though single readings can be large or run the other way; the % refers to the signal ratio; further: potency means the concentration at half of the fitted maximal effect; on the % scale 0 is the no-effect control and ±100 the full control effect
#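 TR-FRET between His-tagged MBNL1 and biotin-(CUG)12 RNA, detected with Tb anti-His antibody (0.055 ng/ul) and streptavidin-XL665 (5 nM), 60 min at room temperature. Compounds titrated 92 nM to 58 uM; 665/545 nm ratio normalized to buffer and complex controls.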
# Menin MLL FP TR = qHTS Assay for Inhibitors Targeting the Menin-MLL Interaction in MLL Related Leukemias: Competition With Texas Red Labeled MLL-derived Mutant Peptide. O00255. 270,000 compounds, 0.23% hits. Potency, µM (doses to about 61.6 µM), for the others: at the highest dose FP activity change, negative = inhibition, hits mostly inhibitors. Menin + Texas Red MLL mutant peptide, fluorescence polarization; active means well fitted inhibition curve with a large enough effect in the polarisation, with a control signal flat, not every such curve was filed as active; inconclusive means small, poorly fitted or top-dose-only effect, or effect the other way, or a change in a side signal; inactive means no such curve, though single readings can be large or run the other way; the % refers to the polarisation; further: potency means the concentration at half of the fitted maximal effect; % of control where 0% means no effect; many of its hits are not listed in these tables
# Target sequence (O00255 whole entry, looked up): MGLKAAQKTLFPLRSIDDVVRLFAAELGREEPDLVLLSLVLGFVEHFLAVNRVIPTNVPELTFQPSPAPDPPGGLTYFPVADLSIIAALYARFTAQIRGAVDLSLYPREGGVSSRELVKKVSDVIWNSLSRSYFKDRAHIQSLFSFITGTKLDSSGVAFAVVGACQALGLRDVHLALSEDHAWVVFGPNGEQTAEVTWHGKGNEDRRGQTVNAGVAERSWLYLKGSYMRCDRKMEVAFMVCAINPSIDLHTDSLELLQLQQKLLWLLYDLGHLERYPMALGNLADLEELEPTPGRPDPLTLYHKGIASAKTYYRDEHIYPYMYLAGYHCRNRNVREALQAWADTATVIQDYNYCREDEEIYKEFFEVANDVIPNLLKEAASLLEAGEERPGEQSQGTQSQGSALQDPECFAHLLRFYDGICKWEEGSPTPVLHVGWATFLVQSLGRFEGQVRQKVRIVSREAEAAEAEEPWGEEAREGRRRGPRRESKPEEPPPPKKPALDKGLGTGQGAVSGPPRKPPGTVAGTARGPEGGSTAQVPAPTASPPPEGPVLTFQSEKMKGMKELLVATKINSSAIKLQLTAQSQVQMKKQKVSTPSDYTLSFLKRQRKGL
# CXXC DNA block = qHTS Fluorescence Polarization Assay for Inhibitors of MLL CXXC domain - DNA interaction; 290,000 compounds, 0.037% hits; Potency, µM (titrated, usually from 115 µM), for the others: at the top dose activity change, negative = inhibition, hits mostly inhibitors; Histone-lysine N-methyltransferase 2A (Homo sapiens), Q03164; MLL-CXXC / FITC-HOXA9 DNA fluorescence polarization; active means well fitted inhibition curve with a large enough effect in the polarisation, with a control signal flat, not every such curve was filed as active; inconclusive means small, poorly fitted or top-dose-only effect, or effect the other way, or a change in a side signal; inactive means no such curve, though single readings can be large or run the other way; the % refers to the polarisation; further: potency means the concentration at half of the fitted maximal effect
#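 Steps: dispense CXXC domain solution (7 uM) → pin compounds or unlabeled HOX-A9 DNA control → 5 min ambient → add FLSN-HOX-A9 solution (50 nM) → spin → 30 min ambient → fluorescence polarization. Tris pH 7.5/NaCl/DTT/BSA buffer.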
# TCR act = Activators of T cell receptors: qHTS campaign; primary human leukocytes, anti-CD3, IL-2 HTRF, 48 h; Potency, µM (highest dose often 9.22 µM), without a hit: at the top dose activation of IL-2 secretion, usual class: activators; 330,000 tested, under 10 active; further: % of control where 0% means no effect
#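 48 hr co-incubation of compounds, a-CD3 beads and primary human leukocytes; IL-2 quantified homogeneously by HTRF with anti-IL-2 K and d2 conjugates.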
# S-ASM inh = Inhibitors of Secretory Acid Sphingomyelinase (S-ASM): qHTS; placental ASM, HMU-PC fluorogenic substrate, 60 min; Sphingomyelin phosphodiesterase (Homo sapiens), P17405; 340,000 compounds, 0.006% hits; Potency, µM (doses to about 57.5 µM), inactives show at the highest dose activity change, negative = inhibition, usual class: inhibitors; further: potency means the concentration at half of the fitted maximal effect
#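 Human placenta-derived ASM enzyme was preincubated with compound for 10 minutes at room temperature, then given fluorogenic substrate HMU-PC0 (9 uM final) for 60 minutes at 37 °C; a pH 10 stop preceded fluorescence reading at Ex 386/Em 447 nm.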
# Integrin act MD = qHTS for Activators of Integrin-Mediated Alleviation for Muscular Dystrophy | alpha7betagal myoblasts, beta-gal FDG fluorescence, 48 h | AID 624291, 2012 | Potency, µM (highest dose often 38.3 µM), without a hit: at the top dose activation, usual class: activators | 350,000 compounds, 0.064% hits;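 further: potency means the concentration at half of the fitted maximal effect; 100% = response of the positive control SU9516; nearly all actives have a fitted effect of over 60% in size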
#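 Alpha7betagal+/- myoblasts (passage 13) were plated 16-24 hr, then exposed to compounds (1:260 dilution of DMSO stock) for 48 hours at 37C. After MPER lysis, β-galactosidase reporter activity was read as FDG fluorescence (ex 480/em 540) after 30 minutes.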
# AT treatment = qHTS Assay for Identifying a Potential Treatment of Ataxia-Telangiectasia | […] A-T fibroblasts, KAP-1 phosphorylation AlphaLISA; neocarzinostatin DNA damage 30 min before lysis | Potency, µM (highest dose often 57.5 µM), for inactives: at the highest dose activation, most hits filed as activators | 320,000 compounds, 0.19% hits | AID 485349, 2010; further: potency means the concentration at half of the fitted maximal effect; % of control where 0% means no effect; nearly all actives have a fitted effect of over 45% in size
#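 ATM-like activity read as KAP-1 phosphorylation via AlphaLISA donor/acceptor antibody pairs after lysis and 6 hr at 25C. Cells were ATM-null patient fibroblasts ([…], hTERT), dosed 60 min, then exposed to the DSB inducer NCS for 30 min.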
# Mito fusion yeast = qHTS Assay for Small Molecule Inhibitors of Mitochondrial Division or Activators of Mitochondrial Fusion; S. cerevisiae fusion-defective mutant growth rescue, CellTiterGlo 48 h; Potency, µM (top dose mostly 46.1 µM), without a hit: at the top dose growth rescue (activation), hits mostly activators; 320,000 compounds, 0.23% hits;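 further: potency means the concentration at half of the fitted maximal effect; % of control where 0% means no effect; nearly all actives have a fitted effect of over 45% in size; temperature-sensitive fusion mutants such as fzo1-1 at 37 °C on non-fermentable ethanol glycerol medium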
#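 Yeast fusion mutant, YPEG (non-fermentable carbon), compound, 48 h at 37C non-permissive; CellTiterGlo added, 10 min RT, luminescence read. Rescued growth = division inhibition.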
# TSHR antag = Antagonists of the Thyroid Stimulating Hormone Receptor: HTS campaign | activity change, negative = inhibition, % at 11.5 µM | AID 504810, 2011 | TSHR-expressing cells, TSH-stimulated cAMP HTRF, 2 h; hits give low values | Thyrotropin receptor (Homo sapiens), P16473 | 330,000 compounds, 0.2% hits;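 active means activity change below a set negative limit, meaning inhibition stronger than a set level, cut at about -70% in these data; inconclusive means activity change between two set negative limits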; further: on the % scale 0 is the no-effect control and ±100 the full control effect
#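 Inhibition of cAMP made by TSHR-expressing cells under TSH stimulation (4nM final, EC80; 2 h, 37 deg C) is quantified with a one-step lysis HTRF kit, anti-cAMP cryptate versus cAMP-d2.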
# PTAP TSG101 blk = qHTS Assay for Iinhibitors of HIV-1 Budding by Blocking the Interaction of PTAP/TSG101 | Fluorescence polarization, FITC-PTAP peptide / Tsg101 binding | Potency, µM (series often up to 115 µM), inactives show at the highest dose activity change, negative = inhibition, most hits filed as inhibitors | 340,000 tested, under 10 active | AID 493005, 2010; active means well fitted inhibition curve with a large enough effect in the main read-out, with a control signal flat, not every such curve was filed as active; inconclusive means small, poorly fitted or top-dose-only effect, or effect the other way, or a change in a side signal; inactive means no such curve, though single readings can be large or run the other way; further: potency means the concentration at half of the fitted maximal effect; % of control where 0% means no effect
# Target sequence (Q99816 whole entry, looked up): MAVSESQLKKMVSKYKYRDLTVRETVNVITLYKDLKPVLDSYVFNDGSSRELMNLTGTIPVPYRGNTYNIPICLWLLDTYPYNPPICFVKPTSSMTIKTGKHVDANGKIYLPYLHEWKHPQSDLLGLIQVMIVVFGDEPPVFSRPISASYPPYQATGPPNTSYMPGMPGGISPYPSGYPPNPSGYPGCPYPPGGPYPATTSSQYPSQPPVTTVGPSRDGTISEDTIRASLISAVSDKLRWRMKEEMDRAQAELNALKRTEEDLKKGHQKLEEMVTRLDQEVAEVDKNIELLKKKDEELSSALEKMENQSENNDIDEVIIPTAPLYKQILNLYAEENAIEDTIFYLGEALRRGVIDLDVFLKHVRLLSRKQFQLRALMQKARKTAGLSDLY
#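 FP read-out: FITC-PTAP peptide, 50 nM final, binding Tsg101 binding domain, 10 uM final; 20 min, r.t.; 10 mM HEPES pH 7.5, 0.15 M NaCl, 0.01% Tween 20, 3 mM EDTA, 0.1 mM TCEP.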
# * marks the source's active call; other numbers are inactive results; ? = inconclusive; . = not tested or not shown; [ ] = dose if it differs, or a comment. Unless noted, the call rests on the fitted dose curve; in most records, active means well fitted curve in the direction sought with a large enough effect; inconclusive means small, poorly fitted or top-dose-only effect, or another doubt; inactive means no such curve, though single readings can be large; an effect the other way counts as inactive or inconclusive.
SMILES,MBNL1 CUG block,Menin MLL FP TR,CXXC DNA block,TCR act,S-ASM inh,Integrin act MD,AT treatment,Mito fusion yeast,TSHR antag,PTAP TSG101 blk
Cc1ccc(CNC(=S)N(C)C)cc1,2%,.,6%,1%,-1%,3%,-5%,0%,5,0%
CC(NC(=O)COC(=O)Cc1ccc(Cl)cc1)c1ccccc1 (stereo not drawn),.,.,.,1%,-3%,-16%,15%,.,-3,1%
CC(C)C(=O)N/N=C/c1ccc(OCc2ccccc2)cc1,4%,.,-10%,5%,-2%,-22%,-1%,3%,7,-1%
O=C(C1=C(O)C(=O)N(Cc2cccnc2)C1c1cccc(Oc2ccccc2)c1)c1ccco1 (stereo not drawn),.,.,.,.,3%,5%,0%,.,-12,-7%
COc1ccc(N2C(=O)NC(NC(=O)c3ccncc3)(C(F)(F)F)C2=O)cc1 (stereo not drawn),2%,22%,-3%,6%,-4%,-2%,-2%,0%,9,2%
O=C1C2C3C=CC(C3)C2C(=O)N1/N=C/c1ccc(-c2ccccc2[N+](=O)[O-])o1 (stereo not drawn),?,-5%,2%,-6%[46.1 µM],10%,19%,0%,13%,1,-3%
COC(=O)c1sc2nc(N3CCCCC3)c3c(c2c1N)CCCC3,4%,0%,3%,7%,.,1%,.,?,-1,-3%
CCC(=O)N1CCN(c2ccccc2NC(=O)c2ccc([N+](=O)[O-])o2)CC1,?,0%,35%[activator],3%,-2%,-67%[inhibitor],10%,28%,-5,-3%
O=S(=O)(NCCC1=CCCCC1)c1c(Cl)cccc1Cl,.,.,.,-5%,-5%,4%,18%,1%,-17,-2%
Cc1nc2c(nnn2Cc2ccccc2)c(=O)n1-c1ccccc1,-1%,.,-1%,3%,2%,7%,2%,2%,-5,-5%
CCCCCSc1nc(N2CCOCC2)c2c(c1C#N)CC(C)(C)OC2,4%,6%,0%,6%,-10%,18%,5%,1%,-6,2%
Cc1noc(C)c1C(=O)OCC(=O)/C=C1\N(C)c2ccccc2C1(C)C,1%,12%,1%,-4%,44%[activator],-2%,3%,1%,0,-6%
COc1cccc(-n2nnc3c(=O)n(Cc4ccccc4F)cnc32)c1,3%,9%,2%,5%,-4%,-13%,3%,0%,22,-3%
CCCn1c(CCNc2nc(-c3ccc(OC)cc3)cs2)nc2ccccc21,7%,18%,-9%,-5%,-4%,13%,-5%,-17%,-11,1%
CCN(CC)c1nc(OC)nc(-n2nnc(C(C)=O)c2C)n1,-12%,-6%,-5%,10%,-2%,-9%,-6%,3%,-10,-1%
Cc1nn(-c2ccccc2)c2[nH]c(=O)cc(C(F)F)c12,.,.,.,0%,1%,-5%,-8%,5%,5,-1%
CC1(C)Cc2cccc(OCC(=O)Nc3ccccc3F)c2O1,.,.,.,1%,-1%,-16%,5%,7%,-9,-8%
COc1ccc(C(=O)c2ccc(CC(=O)O)s2)cc1,.,-15%,8%,12%,4%,1%,1%,1%,-12,0%
COc1ccc2[nH]c3c(c2c1)CN(C)CC3,-6%,9%,5%,-1%,0%,-2%,-3%,-1%,5,-1%
O=C(O)CCC(=O)N1N=C(c2ccccc2)CC1c1ccc(Br)cc1 (stereo not drawn),1%,-4%,-14%,5%,0%,4%,1%,-2%,8,0%
COCCNC(=O)c1ccc(NC(=O)C2(c3ccccc3)CCCC2)cc1,1%,-2%,6%,13%,6%,33%,2%,-2%,-8,-5%
COc1ccc(NC(=S)NC2CCCCC2)cn1,-3%,2%,2%,6%,3%,-14%,6%,-8%,4,-1%
Cc1ccccc1NC(=O)c1nc[nH]c1C(=O)NCc1ccccc1,69%[activator],?,14%,1%,-8%,21%,0%,2%,-18,0%
O=S(=O)(c1ccc(F)cc1)c1nc(-c2ccco2)oc1Nc1ccc(F)cc1,4%,-8%,-1%,1%[46.1 µM],0%,6%,-1%,21%,39,-1%
Cc1cc(NC(=O)Nc2cccc(Cl)c2)n(-c2ccccn2)n1,-3%,?,-3%,9%,-3%,?,.,?,-8,-2%
# (cont.)
SMILES,MBNL1 CUG block,Menin MLL FP TR,CXXC DNA block,TCR act,S-ASM inh,Integrin act MD,AT treatment,Mito fusion yeast,TSHR antag,PTAP TSG101 blk
O=C(Nc1ccccc1)NC1(C(=O)NCCCN2CCOCC2)CCCCC1,8%,20%,1%,2%,1%,24%,3%,1%,-8,-3%
O=C(c1cccc(S(=O)(=O)NCc2ccccc2)c1)N1CCN(c2cccc(C(F)(F)F)c2)CC1,0%,.,11%,-8%,-11%,0%,-13%,5%,-9,-1%
O=C1CCC([N+](=O)[O-])C(c2ccccc2Br)N1 (stereo not drawn),-7%,-13%,-2%,2%,4%,-6%,-3%,3%,-46,0%
CCn1c(=NC(=O)CS(=O)(=O)c2ccc(F)cc2)sc2cccc(OC)c21,.,.,.,3%,-1%,-36%,-7%,9%,0,0%
Cc1nn(C)c(C)c1NC(=O)CSc1nc(Cc2ccccc2)nc2c1cnn2-c1ccccc1,.,.,.,1%,-3%,32%,.,.,.,4%
O=C(C1CCCN(c2ncnc3c2nc2n3CCCCC2)C1)N1CCCCC1 (stereo not drawn),1%,1%,3%,-3%,-1%,-4%,10%,1%,-18,-1%
CCN(C(=O)COC(=O)c1ccc2ccccc2n1)c1c(N)n(Cc2ccccc2)c(=O)[nH]c1=O,.,.,.,5%,3%,1%,-1%,-8%,-3,0%
CCOc1ccc(-c2nn[nH]n2)cc1,-3%,-13%,-3%,0%,1%,-19%,-3%,0%,-5,-6%
CCN(C(=O)CSc1cc(C)c2ccccc2n1)C1CCS(=O)(=O)C1 (stereo not drawn),11%,-3%,-3%,-8%,4%,4%,1%,0%,2,-3%
CC(NS(=O)(=O)c1ccc(F)cc1)C(c1cccs1)N1CCN(C)CC1 (stereo not drawn),2%,7%,3%,-5%[46.1 µM],0%,0%[7.66 µM],-1%,-1%,14,0%
CC(C)N1CCSC1=S,.,.,.,4%,4%,32%,.,.,.,-2%
CC(=O)c1ccc(NC2CC(O)C(O)CO2)cc1 (stereo not drawn),-10%,-7%,8%,.,3%,7%,0%,4%,-4,-4%
CCCCCCC(=O)Nc1ccc(C(=O)N2CCCC2)cc1,-4%,-5%,19%,.,-4%,-5%,1%,0%,6,.
O=C(c1ccc([N+](=O)[O-])cc1)c1cc2ccc(O)cc2oc1=O,?,?,26%,-4%,0%,5%,-10%,0%,9,3%
CNC(=S)Nc1sc2c(c1C(=O)OC)CCC2,.,5%,3%,.,-3%,11%,1%,13%,-2,-3%
COc1ccc(N2CCN(C(=O)Nc3cccc(C(F)(F)F)c3)CC2)cc1,0%,1%,-1%,-2%,-10%,3%,-5%,-5%,-8,-3%
O=C(Cc1cccc2ccccc12)N/N=C/c1ccc(Sc2nc3ccccc3s2)o1,11%,?,18%,-3%,-10%,-6%,7%,1%,1,-9%
CCC(C)(C)NC(=O)C(c1ccc(O)cc1)N(C(=O)Cn1nnc2ccccc21)c1ccc(NC(C)=O)cc1 (stereo not drawn),-1%,.,6%,-11%,8%,35%,6%,-4%,-4,0%
O=C(Cc1ccccc1F)Nc1nc(-c2cccnc2)cs1,8%,27%,-3%,1%,4%,16%,2%,2%,15,-5%
Cc1cc[n+](-c2[nH]c(=O)sc2/C=N/N=C(\[O-])c2ccccc2)cc1,.,.,25%,-2%,-2%,?,-6%,-1%,19,-9%
CCC(C)NC(=O)N[C@@H](Cc1ccccc1)C(=O)O (stereo partly drawn),-5%,4%,-3%,-8%,-1%,6%,-3%,3%,2,1%
CCOc1ccc(CCNC(=O)c2cccc(NC3=NC4CS(=O)(=O)CC4S3)c2)cc1 (stereo not drawn),-15%,-7%,-1%,1%,-8%,13%,-3%,-1%,-7,-2%

# These rows are one share of the data; rates above refer to the full screens.
